# HCV inhibitor: inhibitors of hepatitis C virus infection; hit rate 3.4% among 340,000; Huh7.5.1 HCVcc-Cre infection, luciferase reporter, 44 h; Potency, µM (titrated, usually from 41.8 µM), for inactives: top-dose activity change, negative = inhibition, most hits filed as inhibitors; AID 651820; further: potency means the concentration at half of the fitted maximal effect; on the % scale 0 is the no-effect control and ±100 the full control effect
#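 Cells seeded at 1,000/well and cultured 4 h, then compounds added followed by HCVcc-Cre virus (~0.5 moi). After 44 h further culture, luciferase substrate was added, plates held 15 min at room temperature, and luminescence read for 15 sec.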
# Pf growth 96h: inhibits malaria parasite growth, 96 h | P. falciparum luciferase reporter growth, 96 h | Potency, µM (highest dose often 28.7 µM), without a hit: top-dose activity change, negative = inhibition, actives largely listed as inhibitors | hit rate 6.9% among 320,000; further: potency means the concentration at half of the fitted maximal effect; on the % scale 0 is the no-effect control and ±100 the full control effect
#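 Readout is luminescence from an integrated firefly luciferase in P. falciparum. Red cells, 2% hematocrit and 0.05% parasitemia final, were cultured with compound through two parasite generations (96 hours) at 37 C, 5% CO2.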
# Shiga toxin inh: blocks Shiga toxin action in Vero cells; inhibition, % at 38.7 µM; AID 2315; Vero cells, Shiga toxin protein synthesis inhibition reporter; hit rate 9.2% among 290,000; in the data active means inhibition mostly above about 28%, no sharp cut-off; inactive means mostly below about 43%; further: 0% is about no effect
# Cycloheximide cs: counter-screen for Shiga toxin inhibitors: cycloheximide protein synthesis inhibition | hit rate 12% among 300,000 | max response, % | cell reporter, cycloheximide protein synthesis inhibition counterscreen; in the data active means max response mostly above about 13%, no sharp cut-off; inactive means mostly below about 14%; further: read at 38.3 µM for the half of the compounds with a filed dose; 0% is about no effect
# FBPA Giardia inh: Giardia lamblia aldolase inhibition. A8B2U2. purified Giardia FBPA. Potency, µM (titrated, usually from 59.6 µM), inactives show at the top dose activity, negative = inhibition, actives largely listed as inhibitors. hit rate 0.71% among 290,000. AID 2451; further: potency means the concentration at half of the fitted maximal effect; on the % scale 0 is the no-effect control and ±100 the full control effect; nearly all actives have a fitted effect of over 55% in size
# Target sequence (A8B2U2 whole entry, looked up): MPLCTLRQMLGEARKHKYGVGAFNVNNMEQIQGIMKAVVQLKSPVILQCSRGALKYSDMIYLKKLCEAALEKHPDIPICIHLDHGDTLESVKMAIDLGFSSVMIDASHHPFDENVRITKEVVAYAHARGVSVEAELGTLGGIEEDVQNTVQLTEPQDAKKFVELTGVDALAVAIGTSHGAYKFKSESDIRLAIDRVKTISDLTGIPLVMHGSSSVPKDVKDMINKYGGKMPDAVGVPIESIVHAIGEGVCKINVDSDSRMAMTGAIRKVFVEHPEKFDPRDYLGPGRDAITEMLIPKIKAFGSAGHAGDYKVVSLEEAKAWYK
#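 Giardia FBPA (40 nM reagent) was preincubated 10 min at RT with compound (up to 57.5 uM final), then substrate plus GAPDH/TPI/NAD/arsenate coupling system with diaphorase/resazurin was added; resorufin fluorescence (525/598 nm) was read after 20 min.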
# Pf growth 48h: P. falciparum growth inhibition at 48 hours (one generation) | Potency, µM (titrated, usually from 28.7 µM), for inactives: at the highest dose activity change, negative = inhibition, hits mostly inhibitors | hit rate 5.9% among 310,000 | P. falciparum luciferase growth in erythrocytes, 48 h; further: potency means the concentration at half of the fitted maximal effect; on the % scale 0 is the no-effect control and ±100 the full control effect
#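 Luciferase-expressing parasites in RBCs, 2% Hct / 0.1% parasitemia final; RPMI 1640 + 0.5% Albumax; 37 C, 5% CO2, one generation; luminescence read-out, lower signal = inhibition.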
# The depositor's hits bear a star; ? = inconclusive; · = not tested or not shown; & = joins results of further samples; [ ] = another dose, or the depositor's remark. Unless noted, the call rests on the fitted dose curve; in most records, active means well fitted curve in the direction sought with a large enough effect; inconclusive means small, poorly fitted or top-dose-only effect, or another doubt; inactive means no such curve, though single readings can be large; an effect the other way counts as inactive or inconclusive.
structure,HCV inhibitor,Pf growth 96h,Shiga toxin inh,Cycloheximide cs,FBPA Giardia inh,Pf growth 48h
CCC(C)(C)n1nnnc1C(c1cc2ccc(C)cc2[nH]c1=O)N(Cc1cccnc1)Cc1ccco1 (stereo not drawn),-17%&-25%,43%[activator],-12,-2,-1%,12µM*
C/C(=N/Nc1ccccc1C(=O)O)c1cccs1,17%,?,28,20*,20%,6%
O=C(CNC(=O)c1ccc(Br)o1)NCc1ccc(Cl)cc1,6%,35%[activator],-4,-1,·,13%
COc1ccc(NC(=O)[C@@H]2CCCN2C(=O)[C@@H]2Cc3ccccc3CN2C(=O)OC(C)(C)C)cc1,-5%,12µM*,22,23,·,12µM*
CCCCCNC(=O)c1ccc(NS(=O)(=O)c2ccc3[nH]c(=O)[nH]c3c2)cc1,3%,?,-21,-4,·,?
O=C(C[n+]1ccccc1)Nc1ccccc1C(=O)O,11%,-27%,15,2,-3%,7%
CCn1cc(C(=O)N[C@@H](CCSC)C(=O)NCCCOC)c(=O)c2cc3c(cc21)OCO3,-11%,8%,-6,-3,-6%,?
COc1ccccc1N1CCN(C(=O)c2cc(C)oc2C)CC1,-13%,3%,7,1,-3%,0%
CCCc1ccc2oc(C(=O)N3CCC(C(N)=O)(N4CCCCC4)CC3)c(C)c2c1,?,22%,-4,13,-3%,?
CCOC(=O)c1ccc(NC(=S)N2CCCC2)cc1,-1%,18%,9,10,-2%,-6%
CN(CC(=O)Nc1ccccc1Br)C(=O)CCCSc1nc2ccccc2[nH]1,3%[8.37 µM],?,·,·,·,-19%
CCOc1cccc(-c2nnc3sc(-c4cccs4)nn23)c1,?,?,4,-3,9%,?
CN1CCCc2cc(C=O)ccc21,7%,2%,1,3,-24%,20%
Cc1c(NC(=O)C23CC4CC(CC(Br)(C4)C2)C3)c(=O)n(-c2ccccc2)n1C,4%,17%,-13,-2,9%,11%
CCCCCn1c(=O)c(C(=O)Nc2ccncc2)c(O)c2ccccc21,·,32%[activator],-21,-5,5%,?
CCOC(=O)CCCn1c(C)nc(=O)c(-c2ccccc2)c1C,19%,47%[activator],13,1,-6%,?
O=C1Nc2cc(C(F)(F)F)ccc2N2CCCCC12 (stereo not drawn),-28%,5%,2,-1,14%,·
CCOC(=O)c1ccc(-c2nnc(-c3ccc(Cl)cc3Cl)o2)cc1,6%,?,22,9.6*,3%,79%[activator]
COc1cc2c(cc1OC)CN(C(=O)c1nn(Cc3ccccc3)c(=O)c3ccccc13)CC2,10µM*,?,·,·,·,10µM*
Cc1ccc(NC(=O)COC(=O)Cc2c[nH]c3ccccc23)cc1F,8%,15%,·,·,·,-3%
Cc1ccc(S(C)(=O)=NC(=O)NC(=O)c2c(Cl)cccc2Cl)cc1 (stereo not drawn),0%,?,-5,2,1%,7%
COc1ccc2c(Cl)c(C(=O)NCC3CCCO3)sc2c1Cl (stereo not drawn),8%,-8%,23,20*,-7%,-1%
Cc1ccc(-n2c(O)c(C=Nc3ccc(S(N)(=O)=O)cc3)c(=O)[nH]c2=O)cc1,2%,?,7,-6,0%,?
O=C(/C=C/c1ccccc1)NNC(=O)c1cccnc1,7%,15%,-9,-3,8%,17%
COc1ccc(CNC(=O)CNC(C)c2ccc(F)cc2)cc1 (stereo not drawn),8%,0%,-4,-3,?,·
CN(C)c1oc(-c2ccc(OCc3ccccc3)cc2)nc1C#N,?,5.2µM*,49*,31*,-2%,-14%
CC1(C)CC(=O)C(C(c2cccc([N+](=O)[O-])c2)C2C(=O)CC(C)(C)CC2=O)C(=O)C1,-19%,6%,-6,-2,10%,-2%
O=Cc1[nH]c2ccccc2c1N(C(=O)CCl)c1ccccc1,?,7%,-5,-3,-7%,-6%
COc1cccc(/C=C/C(=O)N2CCN(c3n[nH]c(=O)[nH]c3=O)CC2)c1OC,21%,-6%,-16,-6,-15%,16%
CC(=O)Nc1ccc(S(=O)(=O)Nc2nc3ccccc3nc2Nc2ccc(N)cc2)cc1,-11%,-62%,-6,-2,13%,?
CC1CCCCC1NC(=O)CSc1nnc(CNC(=O)c2ccccc2)n1C (stereo not drawn),11%,13%,-5,-1,2%,7%
Cn1c(=O)cc(SCC(=O)N2CCN(C(=O)c3ccco3)CC2)c2ccccc21,-2%,-22%,13,-11,-19%,-21%
O=C(Cc1ccc([N+](=O)[O-])cc1)OCc1ccc([N+](=O)[O-])cc1,16%,6%,-3,-2,2%,?
Cc1csc2cc(-c3cccc([N+](=O)[O-])c3)c(-c3cccc([N+](=O)[O-])c3)c[n+]12,-1%,0.47µM*,6,-2,7%,1µM*
N#CC1=C(N)OC2=C(C(=O)CC(c3ccccc3)C2)C1c1ccc2c(c1)OCO2 (stereo not drawn),2%,-8%,22,-3,-9%,-16%
CC(NC(=O)COC(=O)c1cc(Cl)ccc1O)C1CC2CCC1C2 (stereo not drawn),-26%,-11%,·,·,·,-13%
CCc1cc2c(=O)c(-c3nc4ccccc4n3C)coc2c(CN2CCCCC2C)c1O (stereo not drawn),?,?,-9,-1,-10%,?
COc1ccc(C(C(=O)NC2CCCC2)N(C(=O)c2ccco2)c2cccc(C(C)=O)c2)cc1OC (stereo not drawn),4%,45%[activator],2,-8,·,0%
Cc1ccnc(NS(=O)(=O)c2cccc([N+](=O)[O-])c2)c1,30%,24%,22,-3,-1%,-4%
CCOc1ccc(CCNC(=O)c2ccc3c(=O)[nH]c4c(C(=O)NC(C)C)sc(=S)n4c3c2)cc1,6%,3.3µM*,1,8,·,?

# In another format: entries from further up
# Each structure is followed by: HCV inhibitor, Pf growth 96h, Shiga toxin inh, Cycloheximide cs, FBPA Giardia inh, Pf growth 48h
- O=C(Cc1ccc([N+](=O)[O-])cc1)OCc1ccc([N+](=O)[O-])cc1
    16%, 6%, -3, -2, 2%, ?
- Cn1c(=O)cc(SCC(=O)N2CCN(C(=O)c3ccco3)CC2)c2ccccc21
    -2%, -22%, 13, -11, -19%, -21%
- O=Cc1[nH]c2ccccc2c1N(C(=O)CCl)c1ccccc1
    ?, 7%, -5, -3, -7%, -6%
- COc1ccc(CNC(=O)CNC(C)c2ccc(F)cc2)cc1 (stereo not drawn)
    8%, 0%, -4, -3, ?, ·

# Continuation:
structure,HCV inhibitor,Pf growth 96h,Shiga toxin inh,Cycloheximide cs,FBPA Giardia inh,Pf growth 48h
COc1cc(NC(=O)COc2cc3oc(=O)cc(C)c3cc2Cl)cc(OC)c1OC,0%,-4%,-5,18,15%,-2%
CCOC(=O)c1c(C)c(C(=O)Nc2cc(F)ccc2F)c(C)n1C,1%,0%,-4,-3,2%,56%[activator]
O=C(O)CCC(=O)N1CCc2cc(S(=O)(=O)Nc3ccc4c(c3)OCCO4)ccc21,1%,13µM*,12,8,6%,·
CCN(CC)C(=O)c1cccc2nc3ccccc3nc12,23%,14%,4,-2,3%,5%
CN(CCO)c1ccc([N+](=O)[O-])cc1C(=O)O,5%,38%[activator],-4,1,-2%,17%
COc1ccc(-c2nnc(SCC(=O)/C(C#N)=C(\C)N)o2)cc1,?,0%,107*,38*,-1%,144%[activator]
COc1ccc(NC(=O)NNS(=O)(=O)c2ccc(Br)cc2)cc1,11%,-13%,19,2,7%,11%
Cc1cccc(NC(=O)CN2CCc3cc4c(cc3C2C)OCCCO4)c1 (stereo not drawn),?,-14%,3,-3,15%,?
CC(C)(C)OC(=O)CNC(=O)c1[nH]cnc1C(=O)Nc1ccc(Cl)cc1,-13%,6%,-4,-4,-22%,-6%
COc1cc(OC)c(-c2nn3c(-c4cccnc4)nnc3s2)cc1OC,·,26%,-8,-9,-1%,?
O=C(c1ccc(F)cc1)N1CCCC(C(=O)N2CCN(c3ccccc3)CC2)C1 (stereo not drawn),-11%,-4%,-8,1,4%,7%
Cc1cc(SCC(=O)N/N=C/c2ccc(O)c(O)c2)nc2ccccc12,?,55%[activator],-2,1,-26%,50%[activator]
Cc1ccc(-c2cc(C(=O)N/N=C/C=C/c3ccccc3)n[nH]2)s1,?,?,-8,-1,12%,18%
O=C(c1ccc(Cl)cc1)N1CCCOC1,19%,1%,1,-5,5%,4%
CCOC(=O)N1CCN(CCC(=O)Nc2ccc(C)cc2)CC1,17%,?,-26,-1,4%,-18%
COc1cc(C(=O)O)cc(NC(=O)c2ccco2)c1OC,-1%,1%,-10,-4,-6%,34%[activator]
CC(C)N(CCNC(=O)COc1ccc2oc3c(c2c1)CCCC3)C(C)C,13µM*,-14%,-29,1,·,-8%
CCSc1nnc(Nc2ccc(C)cc2)s1,11%,16%,124*,38*,·,56%[activator]
C#CCNC(=O)C1=C[C@@H](c2coc3ccccc3c2=O)C[C@@H](OCCCCO)O1,18%,-3%,-10,1,3%,?
O=C(COC(=O)CNC(=O)c1ccc(Cl)cc1)Nc1ccc(Cl)cc1C(F)(F)F,22%,18%,-9,1,0%,24%
O=C(COc1ccccc1)Nc1ccncc1,-7%,10%,24,-2,5%,18%
CC(C)N1C(=O)CN(C2CCCCCC2)C(=O)C1c1ccccc1F (stereo not drawn),-5%,?,187*,60*,0%,?
NC(=O)CC(NC(=O)c1ccccc1)c1ccc(N2CCc3ccccc3C2)c([N+](=O)[O-])c1 (stereo not drawn),?,?,2,-2,-8%,-17%
C[C@]1(C(=O)NCc2cc(F)cc(C(F)(F)F)c2)C=C[C@@H](Cc2ccccc2)N1C(=O)c1ccccc1,-8%[8.37 µM],?,-10,9,0%&0%,?
Cc1ccccc1OCC(=O)N/N=C/c1ccco1,13%,42%[activator],-4,1,0%,9%
O=C(Nc1ccccc1O)c1ccc2c(c1)C(=O)N(N1C(=O)c3ccccc3C1=O)C2=O,14%,9.3µM*,-9,0,9%,7%
O=C(NCc1ccccc1C(F)(F)F)C1CC(c2cc(C(F)(F)F)cc(C(F)(F)F)c2)=NO1 (stereo not drawn),-22%,-16%,4,0,-11%,-28%
Cc1nnc(SC(C)C(=O)Nc2ccc3c(c2)OCCO3)s1 (stereo not drawn),3%,10µM*,-7,8,-12%,8%
CCOC(=O)CNS(=O)(=O)c1cc(-c2n[nH]c(=O)c3ccccc23)ccc1C,-20%,·,-10,-3,-11%,10%
Cc1ccc(S(=O)(=O)n2cnc3cc([N+](=O)[O-])ccc32)c(C)c1,5%,16%,-5,-2,4%,-2%
COc1ccccc1-n1c(=S)[nH]c2c(sc(=S)n2-c2ccccc2C)c1=O,-7%,-5%,32,-8,?,0%
Cc1nc2sc3c(c2c(=N)n1N)CC(C)(C)OC3,5%,13%,-17,1,3%,2%
COC(=O)CCSc1cc([N+](=O)[O-])cc2c1c(C1OCCS1)nn2-c1ccccc1 (stereo not drawn),8%,-6%,-16,-3,·,?
O=C1COc2ccc(C(=O)c3ccccc3C(=O)NCc3ccco3)cc2N1,-6%,·,-4,18,-6%,-7%
COCCNC(=S)N1CCN(S(C)(=O)=O)CC1,1%,?,-1,9,7%,6%
CCOc1ccccc1-c1cc(-c2ccccc2)nc2c1c(=O)n(C)c(=O)n2C,18%,-8%,-14,-7,4%,·
Cc1cc(C(=O)COC(=O)/C=C/c2ccc(F)cc2)c(C)n1C,4%,0%,·,·,·,13%
OC(CCN1CCCCC1)c1ccc(-c2ccccc2)cc1 (stereo not drawn),?,4.7µM*,72*,52*,5%,·

# Assay outcomes as filed in PubChem BioAssay.
